Bioassay records deposited in PubChem BioAssay by Icahn School of Medicine at Mount Sinai.
ROC1-CUL1 inh: inhibitors of human ROC1-CUL1 ubiquitin ligase activity; E3 ubiquitin-protein ligase RBX1 (Homo sapiens) + Cullin-1 (Homo sapiens), P62877+Q13616; in vitro K48 di-Ub FRET, acceptor:donor ratio, 45 min; inhibition, % at 10 µM; 140,000 tested, 0.6% active; in the data active means inhibition above about 25%
Target sequence (P62877 whole entry, looked up): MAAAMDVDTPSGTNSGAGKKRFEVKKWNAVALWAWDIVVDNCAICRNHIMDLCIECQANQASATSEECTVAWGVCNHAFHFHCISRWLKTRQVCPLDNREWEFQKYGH
Target sequence (Q13616 whole entry, looked up): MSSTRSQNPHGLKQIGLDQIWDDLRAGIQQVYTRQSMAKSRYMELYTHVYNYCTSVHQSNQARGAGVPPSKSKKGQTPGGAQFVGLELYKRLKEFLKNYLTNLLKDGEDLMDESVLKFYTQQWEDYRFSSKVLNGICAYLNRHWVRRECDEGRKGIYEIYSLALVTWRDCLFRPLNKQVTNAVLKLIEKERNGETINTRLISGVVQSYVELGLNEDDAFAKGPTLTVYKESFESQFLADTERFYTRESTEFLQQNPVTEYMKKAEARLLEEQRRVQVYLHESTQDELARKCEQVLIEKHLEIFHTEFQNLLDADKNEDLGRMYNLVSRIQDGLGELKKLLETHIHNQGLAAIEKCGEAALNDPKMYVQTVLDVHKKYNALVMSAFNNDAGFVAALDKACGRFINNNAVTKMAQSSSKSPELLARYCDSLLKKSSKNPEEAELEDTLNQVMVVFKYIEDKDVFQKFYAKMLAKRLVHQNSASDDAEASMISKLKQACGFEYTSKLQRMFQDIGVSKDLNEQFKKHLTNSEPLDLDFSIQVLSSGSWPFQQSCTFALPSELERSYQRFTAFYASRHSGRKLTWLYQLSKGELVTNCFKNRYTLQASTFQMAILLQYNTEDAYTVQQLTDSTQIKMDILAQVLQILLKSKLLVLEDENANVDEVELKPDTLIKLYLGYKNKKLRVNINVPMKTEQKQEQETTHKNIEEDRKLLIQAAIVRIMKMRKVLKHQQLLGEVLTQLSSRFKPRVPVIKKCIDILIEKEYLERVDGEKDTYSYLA
* hit, by the source's call.

SMILES	ROC1-CUL1 inh
CCOc1ccc(S(=O)(=O)n2ccc(C)n2)cc1C(C)C	16
O=c1[nH]cnc2c1sc1cccc(F)c12	1
C/C(=N\Nc1ccccc1[N+](=O)[O-])c1ccc2ccccc2c1	-14
COc1ccc(S(=O)(=O)N(CC(=O)Nc2ccccc2Br)Cc2ccccc2)cc1	-5
COc1ccc(CCNC(=O)c2c(C)nn(-c3ccc(F)cc3)c2-n2cccc2)cc1OC	2
O=C1C2CCCN2C(=O)N1CCCCN1CCN(CCO)CC1 (stereo not drawn)	1
CC(C)c1nc2ccc(C(=O)NCCCN3CCN(c4ccccc4)CC3)cc2o1	2
COc1ccc(C2(O)c3cccc(Cl)c3[C@@](O)(c3ccc(OC)cc3)c3cccc(Cl)c32)cc1 (stereo partly drawn)	7
CCCOc1ccc2[nH]c(C)c(CN3CCCC3)c(=O)c2c1	18
O=C(c1ccsc1)N1CCCC(Cn2cc(CCCO)nn2)C1 (stereo not drawn)	10
O=C(Nc1ccc(F)cc1F)C1CCN(C(=O)c2ccc(-c3ccccc3)cc2)CC1	-6
COc1cccc(/C=C/c2nc(C#N)c(N3CCN(C)CC3)o2)c1	-2
NC(=O)c1cc2ccc(O)cc2oc1=Nc1ccc(Cl)cc1	1
O=C1S/C(=C\c2cccnc2)C(=O)N1c1ccc(Cl)cc1	6
CCc1ccc(S(=O)(=O)c2nnn3c2nc(N2CCOCC2)c2sccc23)cc1	9

Reprinted at random: six compounds from above
SMILES	ROC1-CUL1 inh
O=C1C2CCCN2C(=O)N1CCCCN1CCN(CCO)CC1 (stereo not drawn)	1
COc1cccc(/C=C/c2nc(C#N)c(N3CCN(C)CC3)o2)c1	-2
O=c1[nH]cnc2c1sc1cccc(F)c12	1
CCOc1ccc(S(=O)(=O)n2ccc(C)n2)cc1C(C)C	16
CCCOc1ccc2[nH]c(C)c(CN3CCCC3)c(=O)c2c1	18
NC(=O)c1cc2ccc(O)cc2oc1=Nc1ccc(Cl)cc1	1

Further results follow:
SMILES	ROC1-CUL1 inh
N#CC1C(=N)Oc2n[nH]c(-c3ccc(-c4ccccc4)cc3)c2C1C1CCCCC1 (stereo not drawn)	7
COC(=O)COc1ccc(S(N)(=O)=O)cc1	-5
CCCCN(C)S(=O)(=O)c1ccc(NC2NS(=O)(=O)C3CCCCC23)cc1 (stereo not drawn)	-2
CCOC(=O)C1=C(C)N=c2s/c(=C/c3ccc[nH]3)c(=O)n2C1c1ccc(OC)cc1 (stereo not drawn)	-3
CCOc1ccc(N2CC(NC(=O)/C=C\c3ccc4c(c3)OCO4)CC2=O)cc1 (stereo not drawn)	-3
CCOc1ccc2nc(N3CCCN(Cc4ccc5c(c4)OCCO5)CC3)nc(C)c2c1	3
COc1ccc(CNC(=O)C2CCC(CNS(=O)(=O)c3cccs3)CC2)cc1 (stereo not drawn)	1
Cc1ccccc1OCCCCn1c(-c2ccc(Cl)cc2)nc2ccccc2c1=O	-2
CCC1=NN2C(=N)/C(=C/c3cc(C)n(-c4ccc(Cl)cc4Cl)c3C)C(=O)N=C2S1	1
COc1cc(-c2noc(-c3ccc(NCc4ccco4)c([N+](=O)[O-])c3)n2)cc(OC)c1OC	-2
CC(C)(C)c1ccc(C(=O)Nc2sc3c(c2C(=O)NC2CCS(=O)(=O)C2)CCCC3)cc1 (stereo not drawn)	-5
CCOC(=O)CN(C)c1ccc(-c2nc(C)no2)cn1	9
COc1ccc(S(=O)(=O)NCCc2csc3nc(-c4ccc(Cl)cc4)nn23)cc1C	1
O=C(CSc1nc2ccccc2[nH]1)N1CCN(c2cccc(C(F)(F)F)c2)CC1	-1
CCCCC(=O)Nc1nc(C)cc(C)n1	-4
Cc1ccc(-c2c(C)sc(NC(=O)C3C4CCC(O4)C3C(=O)O)c2C(=O)OC(C)C)cc1 (stereo not drawn)	1
COc1ccc(/C=N/Nc2nc3nonc3nc2Nc2cccc(C)c2C)cc1OC	-3
Cc1c(Cl)cccc1NC(=O)c1ccc2c(c1)C(=O)N(Cc1cccnc1)C2=O	-9
Cc1ccc(NC(=O)c2cc(S(=O)(=O)N3CCOCC3)c(Br)s2)cc1	1
COc1ccccc1N(CC(=O)Nc1ccc(C)c(Cl)c1)S(=O)(=O)c1ccc(C)cc1	1
Cc1ccc(Cl)c(OC(C)(C)C(=O)N2CCN(C)CC2)c1	-2
CC(=O)c1ccc(C(=O)NCc2ccco2)cc1	12
O=C(NC(=S)N1CCN(C/C=C/c2ccccc2)CC1)C12CC3CC(CC(C3)C1)C2	-5
COc1ccc(-c2[nH]nc3c2C(c2cc(I)cc(I)c2O)C(C#N)C(=N)O3)cc1 (stereo not drawn)	28*
Cc1cc(C)c(C2C(=O)c3cccnc3N(C)C2=O)c(C)c1 (stereo not drawn)	8
COCCn1c(=O)[nH]c2cc(C(=O)Nc3ccc(OC)cc3)ccc2c1=O	-14
CCc1cc2c(=O)oc(-c3ccc(F)cc3)nc2s1	-2
CN(CC(=O)NC1CCCN(CCc2ccccc2)C1)Cc1ccccn1 (stereo not drawn)	1
Cc1nc2ccc(Cl)cc2c(=O)n1-c1nc2ccccc2s1	11
Clc1ccc(-c2nc3n(n2)Cc2ccccc2-3)cc1	-7
CCOC(=O)c1c(NC(=O)CSc2nnc(-c3ccc(Cl)cc3)n2-c2ccccc2)sc2c1CCCC2	-2
O=C(COc1ccc(-c2cnc3ccccc3n2)cc1)c1ccc(-c2ccccc2)cc1	-5
COc1ccc(C(=O)NCCn2cc(SCC(=O)Nc3ccccc3)c3ccccc32)cc1OC	-2
CSc1ccc(C(=O)/C=C/c2ccccc2)cc1	3
CC(=O)c1cccc(NC(=O)CSc2nnc3c(n2)[nH]c2ccccc23)c1	-3
O=C1NC(=S)N(c2ccc(F)cc2)C(=O)/C1=C\c1ccc(N2CCOCC2)o1	-4
O=C(CN1C(=O)S/C(=C/c2cccs2)C1=O)N1CCOCC1	2
Cc1ccc2c(c1)N(CC(=O)NCCCN1CCCCC1C)C(=O)c1cccnc1O2 (stereo not drawn)	-4
CCOc1ccc2c(c1)c(=O)c(S(=O)(=O)c1ccccc1)cn2CC(=O)Nc1ccccc1OC	-2
COC(=O)[C@@H]1C[C@H](C(=O)NCc2cnn(C)c2C)[C@H](c2cccc(Cl)c2)N1C	3
Cc1cc(Nc2ccc(Cl)cc2)c2c(N)cc(C)c(C)c2n1	-2
CC(C)C(=O)Nc1nnc2n1CCS2	2
Cc1nnc(SCC(=O)Nc2ccc(Cl)cc2)n1CC1CCCO1 (stereo not drawn)	-2
Fc1cccc(CCC2CCCN(Cc3cnc[nH]3)C2)c1 (stereo not drawn)	4
CN1C(C(=O)Nc2cccc(O)c2)=CC(c2cccs2)=NS1(=O)=O	-4
CC(C)(C)c1ccc(S(=O)(=O)Nc2ccc(C(=O)NCc3ccco3)cc2)cc1	2
COc1ccc(Br)cc1CNC(=O)c1cnc2sc(N3CCCC3)nn2c1=O	-6
Cc1ccc(C)c(NC(=O)CN(C)S(=O)(=O)c2cccc3cccnc23)c1	3
Cc1ccc(CNC(=O)c2c[nH]n3c(=O)c(Cc4ccc(Cl)cc4)c(C)nc23)cc1	3
COc1cccc(C2CCCCN2C(=O)Cn2nnnc2CN2CCC(C)CC2)c1 (stereo not drawn)	3
COc1cc(C=NNC(=O)C(O)(c2ccc(Cl)cc2)c2ccc(Cl)cc2)cc(OC)c1	2
COc1ccc(NC(=O)c2ccc(C(C)(C)C)cc2)c(C)c1	2
COc1ccc(OC)c(C(=O)c2coc3ccc(OC)cc23)c1	1
Cc1ccc(S(=O)(=O)Nc2cc(C(C)(C)C)cc(C(C)(C)C)c2)cc1	0
CC(=O)NCCNC(=O)CCCc1nnc2n(CC(C)C)c(=O)c3sccc3n12	-20
COc1cc(-c2nc3sccn3c2Nc2cccc(C)c2)ccc1O	-2
COc1ccc(S(=O)(=O)N2CCCCC2)cc1C(=O)NC1CCS(=O)(=O)C1 (stereo not drawn)	2
O=C(c1coc(COc2cccc(C(F)(F)F)c2)n1)N1CCSCC1	14
Cc1cccc(N2CCN(S(=O)(=O)c3ccccc3Cl)CC2)c1C	7
CSc1ccc(/C=N/NC(=O)c2cc(C)[nH]n2)cc1	10

Not a retest: five of the compounds above.
SMILES	ROC1-CUL1 inh
COc1ccc(Br)cc1CNC(=O)c1cnc2sc(N3CCCC3)nn2c1=O	-6
Cc1ccc(C)c(NC(=O)CN(C)S(=O)(=O)c2cccc3cccnc23)c1	3
Cc1ccc(CNC(=O)c2c[nH]n3c(=O)c(Cc4ccc(Cl)cc4)c(C)nc23)cc1	3
COc1cccc(C2CCCCN2C(=O)Cn2nnnc2CN2CCC(C)CC2)c1 (stereo not drawn)	3
COc1cc(C=NNC(=O)C(O)(c2ccc(Cl)cc2)c2ccc(Cl)cc2)cc(OC)c1	2

Next section
SMILES	ROC1-CUL1 inh
CCOc1ccc(OCC)c(NC(=O)c2cnn(-c3ccc(F)cc3)c2-n2cccc2)c1	10
Cc1ccc(-c2ccc(CN3CC[C@@H](N4CCC(O)CC4)[C@H](O)C3)cc2)o1	-6
CCc1nonc1NC(=O)c1oc2ccc(F)cc2c1C	-3
CCOC(=O)N1CCN(S(=O)(=O)Cc2ccccc2F)CC1	1
c1ccc2c(c1)nc(CN1CCOCC1)n2CCC1CCCCC1	1
COC(=O)c1ccc(-c2nc3cc(N4CCOCC4)c(F)cc3[nH]2)cc1	9
CC(=O)Nc1ccc(N=NC2C(=O)N(c3ccccc3)N=C2C)cc1 (stereo not drawn)	6
CCOC(=O)c1c(-c2ccccc2Cl)csc1NC(=O)Cc1ccccc1	-5
CN(C)CCOc1ccc2c(c1)C(=O)c1ccccc1CS2	101*
CN(Cc1ccccc1)c1ncccc1CNCc1cccnc1	7
O=C1C2CCCCC2C(=O)N1CC(=O)N1CCc2ccccc21 (stereo not drawn)	2
CC(C)(Oc1ccc(Cl)cc1)c1nn2c(-c3ccccc3)nnc2s1	16
COc1ccc(NC(=O)Cn2c(=O)c3ccccc3n3nncc23)cc1Cl	-6
COc1cccc(N2C(=O)/C(=C/c3ccc(C(=O)O)cc3)SC2=S)c1	3
O=C(CC(c1cccc(O)c1)c1cccc(Cl)c1)NCc1ccncc1 (stereo not drawn)	0
CCOCCCNC(=O)c1ccc(NC(C)=O)cc1	4
CC(C)CNS(=O)(=O)c1ccc(Br)s1	5
CC(C)(C)c1oc(C(=O)O)cc1CN1CCCC1	-8
CN1C(=O)/C(=C/c2ccc(CN(CCC#N)S(C)(=O)=O)o2)N(C)C1=S	-4
CCOC(=O)CSc1nc2ccc(NC(=O)c3ccc(C)cc3)cc2s1	15
CN(C)CCCOC(=O)c1ccccc1CSc1ccc(N)cc1	4
CCNC(=O)c1ccc(F)c(S(=O)(=O)N2CCOCC2)c1	4
CC(=O)Nc1ccc2nc(SCc3ccc(C(=O)Nc4ccccc4)cc3)sc2c1	-1
CCOc1ccc(N=CC(C#N)c2nc3ccccc3o2)cc1 (stereo not drawn)	-6
CS(=O)(=O)N(CC(=O)N1CCN(Cc2ccc3c(c2)OCO3)CC1)c1cccc(F)c1	-5
COc1ccc(-n2c(CCn3c4ccccc4c4ccccc43)n[nH]c2=S)cc1	-1
Cc1ccc(C)c(Cn2c(=O)n(Cc3ccc4c(c3)OCO4)c(=O)c3oc4ccccc4c32)c1	-8
Cc1cc(C)n(Cc2ccc(NC(=O)c3cc4nc(-c5ccc(C)c(C)c5)cc(C(F)(F)F)n4n3)cc2)n1	1
CCCCCCCC1=NN2C(=N)/C(=C/c3ccccc3)C(=O)N=C2S1	9
O=C(Cc1cccs1)Nc1ccccc1O	-6
CC(=O)Nc1ccc(NC(=O)c2sc3ncccc3c2N)cc1	-1
CCn1c(COc2cccc3cccnc23)nnc1SCC(=O)c1ccccc1	3
CCc1ccccc1-n1c(C)cc(C=C2C(=O)NC(=S)NC2=O)c1C	11
CCCCNC(=O)CSc1nc2ccc(NC(=O)CSc3nnnn3C)cc2s1	-4
Cc1ccc(N2C(=O)/C(=C/c3ccccc3)NC2=NC(C)(C)C)cc1	4
Cc1cc(CC2=NC(=O)NC2=O)c(C)n1-c1ccc(OCc2ccc(Cl)cc2Cl)cc1	-1
Cc1ccc(C(=O)c2ccc(C(F)(F)F)cc2)cc1	-16
Fc1cccc(CNC2COc3ccccc3C2)c1F (stereo not drawn)	-1
COc1ccc(N2CCN(S(=O)(=O)CCNC(=O)c3ccc(OC(C)C)cc3)CC2)cc1	6
Cc1cc(Cl)ccc1OCC(=O)N1CCC(c2nc3ccccc3o2)CC1	5
O=C1C(=O)N(CCCn2ccnc2)C(c2cccc(O)c2)C1C(=O)c1ccc2c(c1)OCCO2 (stereo not drawn)	0
CC(C)C1=NN2C(=N)/C(=C/c3cc(Cl)ccc3OCc3ccccc3F)C(=O)N=C2S1	-2
COc1ccc(CCNC(=O)CSc2nc(N)c3c4c(sc3n2)CCCC4)cc1OC	7
COc1ccc(CC(=O)NC(=S)Nc2ccc(Cl)cc2Cl)cc1	-4
Clc1ccc(C2=CC=Nn3c(Cc4ccccc4)nnc3S2)cc1	11
C/C(=N/NC(=O)C1CC1c1ccccc1)c1ccc(NC(=O)C(F)(F)F)cc1 (stereo not drawn)	-1
CC(=O)C1C(=O)C(=O)N(c2ccc(S(N)(=O)=O)cc2)C1c1ccccc1F (stereo not drawn)	8
Cc1ccc(CSC2=NC(C)(C)Nc3ccccc32)c(C)c1	-1
Cc1ccccc1NC(=O)c1c(N)sc2c1CCCC2	-3
O=C(Cn1ncc2ccccc21)N1CCC(Cn2cc(CO)nn2)CC1	5
COc1ccc(Cl)cc1NC(=O)CSc1ccc2nnc(CCNS(=O)(=O)c3ccccc3)n2n1	8
O=C(NC1CCCCCCC1)c1ccc2c(c1)OCCO2	18
CCOc1ccc(-n2nc(CO)c(C(=O)NCC(c3ccccc3)c3ccccc3)n2)cc1	5
c1cncc(-c2cccc(-c3ccn(CCCN4CCOCC4)n3)c2)c1	0

This is a subset; the hit share may differ from the screen's.
